MLLE-PAM2 inh = inhibitors of PABP1 MLLE–PAM2 peptide binding, primary screen, biochemical, fluorescence polarization, FITC-PAM2, GST-MLLE; inhibition, % at 20 µM; 0.36% of 360,000 active; AID 588489, 2011; in the data active = inhibition above about 35%, passing the limit was not always enough;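 also: plate controls were DMSO wells with GST-MLLE for no effect and wells lacking GST-MLLE protein for full effect; some results filed as inactive read as strong as hits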
Target sequence (P11940 whole entry, looked up): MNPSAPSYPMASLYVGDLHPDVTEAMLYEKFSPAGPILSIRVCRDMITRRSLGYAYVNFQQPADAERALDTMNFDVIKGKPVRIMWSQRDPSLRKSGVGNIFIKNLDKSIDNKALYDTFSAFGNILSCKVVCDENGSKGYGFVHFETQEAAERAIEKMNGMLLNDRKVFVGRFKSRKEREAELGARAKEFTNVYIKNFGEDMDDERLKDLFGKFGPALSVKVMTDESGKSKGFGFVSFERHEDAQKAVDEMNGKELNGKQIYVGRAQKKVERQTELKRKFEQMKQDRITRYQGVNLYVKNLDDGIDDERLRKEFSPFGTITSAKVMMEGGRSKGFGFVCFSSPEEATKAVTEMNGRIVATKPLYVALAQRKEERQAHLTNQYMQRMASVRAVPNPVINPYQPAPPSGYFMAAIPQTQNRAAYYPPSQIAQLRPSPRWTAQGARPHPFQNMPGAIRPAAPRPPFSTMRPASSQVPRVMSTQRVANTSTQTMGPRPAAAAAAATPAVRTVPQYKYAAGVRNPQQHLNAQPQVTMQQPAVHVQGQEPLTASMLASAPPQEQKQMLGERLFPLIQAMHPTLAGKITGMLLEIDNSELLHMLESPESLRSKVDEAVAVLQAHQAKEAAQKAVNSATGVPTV
E coli Lon inh = inhibitors of E. coli Lon protease, primary screen, biochemical, fluorescence polarization; P0A9M0; purified E. coli Lon protease; inhibition, % at 7.94 µM; 0.42% of 360,000 active; AID 602123, 2011; in the data active = inhibition above about 13%, passing the limit was not always enough;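 also: 0% = enzyme with probe and DMSO and 100% = no enzyme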
SKN-1 block = suppressors of acrylamide-induced Pgst-4::GFP reporter in worms, primary screen, SKN-1 inhibitor project, whole organism, uHTS, GFP/RFP fluorescence ratio, strain VP596; C. elegans VP596 Pgst-4::GFP/RFP ratio, 24 h; inhibition, % at 21.8 µM; 0.49% of 360,000 active;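 active = interference check ratio from 0.5 to 1.5 plus GFP to RFP signal ratio inhibition reaching or exceeding a fixed threshold, cut at about 30% in these data, passing the limit was not always enough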; also: some compounds called inactive have numbers as strong as hits
MT1-MMP act inh = blockers of MT1-MMP proenzyme processing, primary screen, HT1080 RFP-PRO-GFP cells, GFP/RFP fluorescence; GFP/RFP ratio change, % at 20 µM; GFP/RFP ratio fluorescence, overnight; percent of plate control window, DMSO zero; Matrix metalloproteinase-14 (Homo sapiens), P50281; AID 651647, 2012; 0.061% of 360,000 active;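 active = GFP/RFP ratio change of at least 30% with cell ATP level not reduced by more than half and red fluorescence within 50% of control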; also: strong numbers were not always called active
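Assay system: HT1080 RFP-PRO-GFP cells. Benchmarks: DMSO vehicle wells and RFP-L50D-GFP reporter cell wells. Times: overnight cell settling, then overnight compound exposure, 37 °C, 5% CO2. Compound: 20 µM single dose, 1% DMSO. Read-out basis: GFP/RFP fluorescence ratio.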
Neddylation inh = inhibitors of cullin neddylation, primary screen, biochemical, TR-FRET, uHTS, NAE and Ubc12; NEDD8-conjugating enzyme Ubc12 (Homo sapiens) + NEDD8-activating enzyme E1 regulatory …; calls only at 25 µM; 0.58% of 360,000 active; in the data active = inhibition above about 36%
Rin1-Abl PPI inh = inhibitors of Rin1-Abl protein binding, primary screen, biochemical, TR-FRET; Tyrosine-protein kinase ABL1 (Homo sapiens) + Ras and Rab interactor 1 (Homo sapiens), …; inhibition, % at 7.35 µM; 0.4% of 360,000 active; in the data active = inhibition above about 5%, passing the limit was not always enough
FAS TE block = FAS thioesterase domain inhibitors, primary screen, biochemical, fluorescence intensity, uHTS | inhibition, % at 15 µM | AID 602261, 2012 | Fatty acid synthase (Homo sapiens), P49327 | recombinant FAS-TE, OMFH fluorogenic substrate, fluorescence endpoint | 0.67% of 360,000 active;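 active = compounds whose normalised, plate-corrected inhibition of enzyme fluorescence in the single-dose primary screen is 50% or more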;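 also: 0% = DMSO with enzyme and 100% = substrate without enzyme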
NRP1-CendR mod = modulators of CendR peptide binding to NRP-1, primary screen, biochemical, fluorescence polarization, uHTS; Neuropilin-1 (Homo sapiens), O14786; FAM-RPARPAR peptide binding to NRP-1; inhibition, % at 25 µM; 0.85% of 360,000 active; AID 602438, 2012;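 active = inhibition or corrected inhibition above about 18%, plus a signal ratio from 0.5 to 1.5, limit read from the data, passing the limit was not always enough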; also: strong numbers were not always called active
MsrA act = bovine MsrA enzyme activators, primary screen, biochemical, absorbance, HTS. purified bovine MsrA, absorbance read-out. activation, % at 10.6 µM. Methionine sulfoxide reductase A (Bos taurus). AID 602163, 2012. 0.3% of 360,000 active; in the data active = activation above about 7.5%;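 also: 0% = vehicle and 100% = reference activator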
An asterisk follows results filed as active; i = inactive; · = no result given.

SMILES	MLLE-PAM2 inh	E coli Lon inh	SKN-1 block	MT1-MMP act inh	Neddylation inh	Rin1-Abl PPI inh	FAS TE block	NRP1-CendR mod	MsrA act
CS(=O)(=O)N1Cc2cc(C(=O)NCC3CCCCC3)nc(-c3cccc(-c4cccnc4)c3)c2[C@H]1CCO	·	-1.9	-6.0	-1.1	i	·	-0.2	-7.1	-1.7
Cc1cc(/C=C2\SC(=S)NC2=O)c(C)[nH]1	-95.7	-75.9	18.0	-52.3	i	5.9	-5.2	-137.1	-9.3
O=C(N1CCOCC1)N1[C@H](COCc2ccccc2)C=CS1(=O)=O	6.9	-3.2	-4.5	-0.4	i	10.1	-8.3	-2.4	-14.4
COc1ccc(C2C(C#N)=C(N)Oc3cc(N)ccc32)cc1 (configuration not stated)	-19.4	-14.0	-1.3	-2.1	i	-0.8	18.1	-0.4	0.3
CCCCN1C(=O)/C(=C2\SC(N3CCOCC3)=NC2=O)c2ccccc21	-6.5	-1.0	3.2	4.7	i	-3.9	-4.6	7.9	-1.6
Cc1ccc(C(=O)Nc2ccc3c(c2)nc(CCNC(=O)c2ccco2)n3C)cc1	-5.1	-10.9	18.7	-0.8	i	0.1	-2.4	7.7	-2.5
COc1ccc(OC)c(/C=N/NC(=O)c2c(C)nc3ccc(C)cn23)c1	9.7	-1.4	16.8	3.7	·	-1.3	-3.5	2.5	-4.2
CN(C)c1ccc(CN(C(=O)COc2ccccc2)C2CCS(=O)(=O)C2)cc1 (configuration not stated)	5.3	4.7	-29.5	-4.9	i	1.1	-8.5	-3.2	-12.1
Cc1ccc(N(C(=O)c2csnn2)C(C(=O)NC2CCCCC2)c2ccncc2)cc1 (configuration not stated)	4.3	-3.2	-3.5	0.9	i	2.3	0.2	19.3	-1.8
CCc1ccc(OCC(=O)OCC(=O)c2ccc3c(c2)NC(=O)CO3)cc1	10.9	-5.1	5.0	-4.1	i	-6.3	0.0	2.3	-2.1
CNc1nc(C)nc(-n2nc(C)cc2C)n1	-14.3	-6.2	6.7	-0.7	i	-5.7	-7.3	-4.3	-0.1
C=CCNC(=O)CC(=O)N/N=C/c1ccc(F)cc1	-5.8	-7.5	2.9	-2.3	i	-1.7	-8.1	10.1	-4.4
COc1ccc(-c2cc(C(F)(F)F)n3ncc(C(=O)N4CCc5ccccc5C4)c3n2)cc1	-1.2	0.7	0.9	0.6	·	1.5	4.2	6.0	-1.7
CN(C)C=Nc1nonc1N	-18.9	-8.9	-10.4	1.7	i	1.1	-6.7	3.2	-0.3
CCOC(=O)N1CCN(C(=O)c2c[nH]c3ccc(S(=O)(=O)N(C)c4cccc(C)c4)cc3c2=O)CC1	-9.7	-0.9	11.4	7.3	i	-2.4	-4.6	-8.4	-2.7
Cc1cc2c(SCC(=O)Nc3cccc(O)c3)ncnc2s1	3.0	-16.1	-13.1	-7.4	i	2.5	-4.2	-55.7	-4.4
CCC/C(=N\NC(=O)c1ccccc1C)c1ccccc1	9.2	5.4	11.6	4.3	i	-1.2	-7.1	-4.5	-3.9
O=C(CCN1CCCCO1)N1CCCC(N2CCN(c3ccc(F)cc3)CC2)C1 (configuration not stated)	-12.8	0.6	0.3	0.3	i	-0.7	-4.1	13.9	-6.9
O=C(Nc1ccc(F)cc1)c1cccc2c1C(=O)N(Cc1ccccn1)C2	14.9	-5.3	-27.7	6.1	i	0.6	8.0	-1.3	-9.1
c1ccc2nc(-c3ccc4c(c3)OCO4)ccc2c1	1.4	2.0	17.9	-0.1	·	-0.9	17.8	-8.6	-0.1
CCOC(=O)CN(c1sc(C)c(C)c1C(=O)OCC)S(=O)(=O)c1ccc(C)cc1	12.5	-16.6	-10.3	-6.7	i	0.6	22.9	15.4	-0.4
C[C@H](NC(=O)c1ccco1)C(=O)Nc1nc(-c2ccccn2)cs1	-8.0	2.6	13.9	5.1	i	-0.3	-5.3	-1.6	0.6
Cc1cc(C(C)(C)C)cc(S(=O)(=O)NCC(=O)O)c1C	0.5	4.8	6.3	0.1	i	0.4	-6.1	-6.5	-5.3
COC(=O)c1ccc(C(=O)Nc2ccc(N)cc2N)cc1	-63.9	-334.1	-0.2	-27.2	i	-1.4	-4.6	-27.3	-0.6
Cc1cc(NC(=O)c2cnn3c(C(F)F)cc(-c4ccccc4)nc23)no1	6.1	-1.4	-7.6	0.8	i	0.8	24.7	-6.8	-1.2
CCOc1ccccc1C1c2[nH]c3ccccc3c2C[C@H]2C(=O)N(C3CC3)CC(=O)N12 (some centres not stated)	0.1	-1.0	15.3	-10.0	i	1.9	3.5	-3.8	-1.9
Cc1ccc(NC(=S)NNC(=O)c2ccccc2OC(F)F)cc1	33.8	-2.5	2.2	6.0	i	3.9	-9.1	0.3	-3.9
O=C(NC(=S)Nc1ccccc1)c1ccc(-c2ccccc2)cc1	23.2	-4.8	10.1	-0.4	i	1.9	6.4	-4.5	-5.0
CCn1c(O)c(N=N)c2ccccc21	6.3	1.5	-5.7	0.0	i	-3.2	-6.4	0.5	-4.4
Cc1ccc(S(=O)(=O)N2CCN(c3ncnc4sccc34)CC2)cc1C	-12.1	-19.6	5.8	-8.0	i	0.8	20.6	-4.9	-3.2
Cc1ccccc1OCC(=O)Nc1nc2ccccc2[nH]1	-9.3	2.2	-1.0	3.4	i	2.1	-2.7	7.9	-9.3
CCCCn1c(N)c(N(CC(C)C)C(=O)CN(C)Cc2cccc(OC)c2)c(=O)[nH]c1=O	-12.5	-3.3	4.0	1.6	i	-1.4	-5.4	-6.5	-3.6
Cc1ccc(S(=O)(=O)N2CCN(CC(=O)NC(C)c3ccccc3)CC2)cc1 (configuration not stated)	8.1	-5.2	0.2	2.0	i	1.4	3.5	7.1	-1.5
CC1(OC(=O)CCc2ccccc2)C(=O)C=C2C=C(c3ccc(C#N)cc3)N(CCc3ccccn3)C=C2C1=O (configuration not stated)	8.1	14.7	7.1	-1.6	i	0.7	-0.5	13.5	-3.0
O=C(c1cccc2ccccc12)C1CCCN(C(=O)CCN2CCCO2)C1 (configuration not stated)	-1.2	-3.0	5.9	0.9	i	-4.8	-2.0	-13.8	-5.0
O=C(c1ccc(Cn2cc(Cl)c([N+](=O)[O-])n2)cc1)N1CCN(Cc2ccccc2)CC1	6.0	-14.6	15.0	6.5	i	-2.5	18.4	-0.9	-4.0
O=C(NCc1ccc2c(c1)OCO2)C(=O)NCC(c1ccco1)N1CCN(c2ccccc2)CC1 (configuration not stated)	-1.9	-1.0	-11.3	-1.6	i	-1.5	28.1	-19.3	-2.0
O=C(O)c1ccc(NS(=O)(=O)c2cc(Cl)sc2Cl)cc1	12.6	1.3	2.5	2.4	i	1.7	-2.1	-5.9	-0.3
O=C(CC(c1ccccc1)c1ccccc1O)NCc1ccccc1 (configuration not stated)	-19.6	-2.1	1.3	-0.5	i	0.5	-4.0	-1.1	-2.2
CC(C)(C)NC(=O)N1CCCN(c2ccc(C(F)(F)F)cn2)CC1	5.0	0.3	-2.2	4.1	i	-1.2	-1.9	7.2	-3.5
CCOC(=O)c1c(N)sc2c1CCCC2=O	-2.1	-5.7	10.1	-4.3	i	-1.1	-5.4	1.9	-4.0
C=CCn1c(O)c(C=Nc2ccc(Cc3ccncc3)cc2)c(=O)[nH]c1=S	-15.2	1.3	2.9	1.8	i	-3.8	-6.9	-10.8	-2.8
Cn1cnnc1SCC(=O)NC(=O)NCc1ccccc1	11.0	5.0	-26.0	-1.8	i	1.7	-6.3	8.4	-12.0
O=C1CC(c2ccco2)Cc2nc(N3CCc4ccccc4C3)ncc21 (configuration not stated)	1.2	-2.4	-3.9	2.2	i	1.6	9.3	2.8	-12.5
CCN(CC(=O)Nc1cccc(F)c1)Cc1nc2ccccc2c(=O)[nH]1	-6.7	18.3	1.3	2.5	i	0.6	3.7	-8.6	-4.4
COc1ccccc1NC(=O)c1c(C)oc2c1CCCC2	12.5	7.7	-1.7	0.7	i	-1.1	13.6	-2.7	-0.4
C=CCCC1(C)C(=O)N(c2ccccc2)c2ccccc21 (configuration not stated)	4.6	8.5	11.5	2.1	i	1.6	20.0	-2.5	-9.9
Cc1ccc(/C=C/C(=O)OC(C)C(=O)Nc2ccc(Cl)cn2)o1 (configuration not stated)	16.8	-5.2	12.1	-2.0	i	-2.7	2.1	-10.0	-2.9
O=C1Nc2ccc([N+](=O)[O-])cc2OC1CCN1CCCC1 (configuration not stated)	-13.5	1.5	-7.3	-4.2	i	0.3	0.6	-3.6	-4.7
CCc1ccccc1OCC(=O)Nc1cccc(S(=O)(=O)NC2=NCCC2)c1	16.7	-1.7	-5.3	0.3	i	-1.2	-1.4	-2.7	-3.0
CCOC(=O)c1cc(C)[nH]c(=O)c1C#N	-7.3	-8.9	30.2	0.3	·	2.8	-5.9	2.6	-1.7
CC(/C=N/NC(=O)c1cc(C(C)C)[nH]n1)=C\c1ccccc1	10.5	1.1	-19.5	-0.8	i	0.8	-12.3	2.8	-13.6
COC(=O)c1cc2c(=O)c3ccccc3oc2nc1C	-8.0	-5.2	12.6	-1.7	i	1.5	-6.4	-10.2	-1.5
CCOC(=O)C1(C)CCN1C(=O)c1ccc2ccccc2c1 (configuration not stated)	2.2	3.1	2.2	5.0	i	-1.7	-4.4	5.5	-1.6
CC(=O)Nc1cccc(S(C)(=O)=O)c1	-1.7	-0.1	1.8	2.8	i	1.3	-8.1	-4.8	2.2
CCN1C(=O)C(C)S/C1=N\S(=O)(=O)c1ccc(F)cc1 (configuration not stated)	9.0	3.5	-1.0	4.9	i	-3.6	-14.6	-0.2	-0.9
Cc1csc(SCc2ccc(C(=O)O)cc2)n1	-51.4	-6.1	-1.2	4.1	i	-7.9	-5.1	8.5	-2.4
COc1ccc(NC(=O)CN(C)CC(=O)NCC2CCCCC2)cc1	-5.5	-0.9	-11.0	5.0	i	-2.2	-2.4	-8.0	-2.5
OC[C@@H]1CN(Cc2ccc(-c3ccccc3)cc2)C[C@H](n2cnc3c(NCc4ccc(F)cc4)ncnc32)O1	9.3	1.8	7.5	-1.6	i	1.1	19.3	-2.6	2.2
CCC(CC)c1nnc(NS(=O)(=O)Cc2ccccc2)s1	4.0	5.4	-18.2	9.7	i	-1.7	-4.9	9.1	-1.5

In another format: results already given.
SMILES | MLLE-PAM2 inh | E coli Lon inh | SKN-1 block | MT1-MMP act inh | Neddylation inh | Rin1-Abl PPI inh | FAS TE block | NRP1-CendR mod | MsrA act
CCOC(=O)C1(C)CCN1C(=O)c1ccc2ccccc2c1 (configuration not stated) | 2.2 | 3.1 | 2.2 | 5.0 | i | -1.7 | -4.4 | 5.5 | -1.6
Cc1csc(SCc2ccc(C(=O)O)cc2)n1 | -51.4 | -6.1 | -1.2 | 4.1 | i | -7.9 | -5.1 | 8.5 | -2.4
O=C1Nc2ccc([N+](=O)[O-])cc2OC1CCN1CCCC1 (configuration not stated) | -13.5 | 1.5 | -7.3 | -4.2 | i | 0.3 | 0.6 | -3.6 | -4.7

Compound activity as filed in PubChem.
